MCF10A rerep: inducers of DNA re-replication in MCF 10A breast cells | MCF 10A DNA re-replication, Hoechst nuclear intensity, 48 h | Potency, µM (top dose mostly 46.1 µM), for the others: top-dose activity, positive = re-replication, usual class: activators | 350,000 tested, 2.9% active | AID 624296; also: potency is read from the fitted curve at half-maximal effect; % of control where 0% means no effect; nearly all actives have a fitted effect of over 50% in size
SW480 rereplic: induces DNA re-replication in SW480 colon adenocarcinoma cells; AID 624297; SW480 DNA re-replication, Hoechst DNA content imaging, 48 h; Potency, µM (highest dose often 46.1 µM), inactives show at the highest dose re-replication activation, hits mostly activators; 340,000 tested, 1.8% active; also: potency is read from the fitted curve at half-maximal effect; % of control where 0% means no effect; nearly all actives have a fitted effect of over 55% in size
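DNA re-replication was detected as more nuclei of elevated Hoechst intensity after 48 hr exposure to compound (23 nL pinned per well of 250 cells).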
HT1080-NT tox: kills 2HG-producing HT-1080-NT fibrosarcoma cells. HT-1080-NT fibrosarcoma viability, CellTiter-Glo ATP luminescence, 48 h. Potency, µM (top dose mostly 46.1 µM), for inactives: top-dose activity, negative = less viability, actives largely listed as cytotoxic. 360,000 tested, 1.6% active;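 also: NT is the 2HG producing partner of a matched IDH1 knockdown line; potency is read from the fitted curve at half-maximal effect; 0% = DMSO-treated cells and -100% = media-only wells without cells; nearly all actives have a fitted effect of over 55% in size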
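750 cells/well, RPMI + 5% FBS; 2 h settle, compound pin-transfer, 48 h at 37 degrees C. CellTiter-Glo 10 min RT, luminescence. Normalized to DMSO and media-only wells.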
ATXN viability: reduces viability in counter-screen for ATXN expression inhibitors. S2 cells (HEK-293 line with an ATXN2-luciferase reporter) viability, CellTiter-Fluor protease fluorescence, 24 h. Potency, µM (highest dose often 56.7 µM), usual class: cytotoxic. 400,000 tested, 0.49% active. AID 651635; also: potency is read from the fitted curve at half-maximal effect; nearly all actives have a fitted effect of over 40% in size
KB-3-1 cytotox: KB-3-1 parental cell cytotoxicity; Potency, µM (series often up to 46.1 µM), for the others: top-dose activity change, negative = cytotoxic, most hits filed as cytotoxic; 400,000 tested, 1.4% active; KB-3-1 viability, CellTiter-Glo ATP luminescence, 72 h; also: potency is read from the fitted curve at half-maximal effect; % is scaled to controls: 0 for no effect and ±100 for the full control effect; nearly all actives have a fitted effect of over 60% in size
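72 h, 37 °C compound treatment of KB-3-1 parental cells; CellTiter-Glo added, 10 min, luminescence read. Data corrected against DMSO-only plates and normalized before curve fitting.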
IL-1B inflam inh: blocks inflammasome-driven IL-1 beta release. THP-1 LPS/ATP IL-1B secretion, AlphaLISA, 16 h; hits give low values. activity change, % at 57.5 µM. 360,000 tested, 4.7% active; in the data active = activity change below about -50%; inconclusive = mostly about -30% to -49%; also: % is scaled to controls: 0 for no effect and ±100 for the full control effect
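Secreted IL-1B measured by AlphaLISA bead assay after 16 h compound exposure of THP-1 cells; compounds (final up to 57.5 uM) added 1 h before LPS (250 ng/mL) and ATP (1.25 mM) stimulation; lower signal means less secretion.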
HT1080 IDH1KD tx: kills HT-1080 cells with IDH1 knockdown; 360,000 tested, 2% active; HT-1080 IDH1 knockdown viability, ATP luminescence, 48 h; Potency, µM (titrated, usually from 46.1 µM), inactives show top-dose activity, negative = toxicity, usual class: cytotoxic;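 also: potency is read from the fitted curve at half-maximal effect; 0% = DMSO wells and -100% = cell-free medium wells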
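CellTiter-Glo luminescence after 48 h compound exposure at 37 degrees C of IDH1-knockdown HT-1080 cells in 5% FBS RPMI. %Activity scaled between DMSO wells and cell-free media wells, with curves fitted and assigned curve classes.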
HepG2 viability: HepG2 cytotoxicity, counter-screen for TGF-b inhibitors. AID 588856. Potency, µM (doses to about 46.1 µM), inactives show top-dose activity change, negative = cytotoxicity, usual class: cytotoxic. 410,000 tested, 0.76% active. HepG2 CAGA-GFP viability, ATP luminescence, 18 h; also: potency is read from the fitted curve at half-maximal effect; some results filed as inactive show a strong effect at the top dose
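CellTiter-Glo luminescence gave cytotoxicity after 18 hours at 37 degrees C. The cells were HepG2 CAGA-GFP in 1% FBS DMEM, stimulated with 500 pg/mL TGF-beta after compound addition. %Activity was normalised to no-cell wells (complete cell-killing) and DMSO (no toxicity), and curves were fitted and classified.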
ATXN2 expr inh: ATXN2 expression inhibition; HEK-293 ATXN2-luciferase reporter, luminescence, 24 h; AID 1745845; 360,000 tested, 0.72% active; Potency, µM (top dose mostly 57 µM), inactives show top-dose activity change, negative = inhibition, usual class: inhibitors; also: potency is read from the fitted curve at half-maximal effect; % is scaled to controls: 0 for no effect and ±100 for the full control effect; nearly all actives have a fitted effect of over 55% in size
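ATXN2-luciferase reporter cells (luciferase flanked by upstream and downstream ATXN2 gene portions) were treated 24 h at 37 °C with compounds at up to 57 uM. SteadyGlo luminescence gave expression; GF-AFC fluorescence gave viability.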
An asterisk follows results filed as active; i = inactive; ? = inconclusive; . = no result given; & = joins results of further samples; [ ] = dose if it differs, or a comment. Unless noted, calls follow the shape of the dose curve; as a rule, active = well fitted curve in the direction sought with a large enough effect; inconclusive = small, poorly fitted or top-dose-only effect, or another doubt; inactive = no such curve, though single readings can be large; an effect the other way counts as inactive or inconclusive.

SMILES	MCF10A rerep	SW480 rereplic	HT1080-NT tox	ATXN viability	KB-3-1 cytotox	IL-1B inflam inh	HT1080 IDH1KD tx	HepG2 viability	ATXN2 expr inh
CCC(CC)NC(=O)CSc1nnc(-c2ccc(OC)cc2)n1C(C)C	?	-2%	0%	i	13%	12	0%	2%	0%
N#Cc1ccc(NC(=O)c2nc(-c3ccccc3)n(-c3ccccc3)n2)cc1	-10%	-4%	8%	i	10%	-3	12%	-4%	-1%
O=C(Cn1cnc2scc(-c3ccc(Cl)cc3)c2c1=O)N1CCOCC1	4%	-15%	-13%	i	1%	-11	-5%	-3%	3%
CCN(C(=O)COC(=O)c1ccc(OC)c(S(=O)(=O)N2CCCc3ccccc32)c1)C1CCS(=O)(=O)C1 (configuration not stated)	-5%	-7%	5%	i	18%	51	2%	1%	1%
CCN1/C(=C2/SC(=S)N(NC(C)=O)C2=O)Sc2ccc(Cl)cc21	3%	-11%	5%	i	1%	-13	1%	-5%	.
O=C(OCc1cn(-c2ccc(Cl)c(Cl)c2)nn1)c1ccccc1Cl	6%	0%	-5%	?	5%	-3	-6%	0%	4%
NC(=S)Nc1cccc2cc3ccccc3cc12	?	12µM*	1%	?	4%	-23	2%	-15%	-9%
COC(=O)c1scc(S(=O)(=O)c2ccccc2)c1N	25%	-5%	5%	i	3%	-1	-18%	-1%	3%
Cc1ccn2c(=O)c(C(=O)NCc3ccccc3Cl)c(O)nc2c1	.	.	.	i	12%	.	.	8%	9%
Cc1ccc(C)c(SCC(=O)Nc2nnc(-c3ccccc3)o2)c1	19%	2%[9.22 µM]	?	i	-1%	9	-25%	-39%	-16%
CC/C=C(\NC(C)=O)c1ccccc1	3%	2%	10%	i	3%	0	4%	-3%	9%
CC(=O)N1C(C(=O)O)Cc2c([nH]c3ccccc23)C1(C)C (configuration not stated)	7%	-8%	10%	i	14%	0	12%	18%	-14%
COCC(C)NC(=O)C1CC(=O)N(CCc2ccc(F)cc2)C1 (configuration not stated)	.	.	-6%	i	4%	19	-1%	-5%	.
CN(C)c1ccc(-c2nc(-c3ccco3)no2)cc1[N+](=O)[O-]	.	.	.	i	-4%	.	.	-23%	36%[activator]
COc1ccc(C(C)=O)cc1COC(=O)c1c(C)noc1C	26%	?	-27%	i	?	80	-28%	1%	2%
ON=C1c2ccccc2-c2ccc(Br)cc21	?	-5%	-3%	i	-14%	0	12%	-11%	2%
O=C(/C=C/c1cccs1)N1CCOCC1	0%	1%	7%	i	-4%	-5	11%	-1%	4%
COc1ccc(-c2nc(CS(=O)CC(=O)NCCC3=CCCCC3)c(C)o2)cc1 (configuration not stated)	-2%	-2%	-1%	?	0%	-3	-2%	-22%	12%
Cc1[nH]c(C)c(S(=O)(=O)NCC(C)c2ccccc2)c1C(=O)N1CCCCC1 (configuration not stated)	-1%	1%	0%	i	-5%	-24	13%	-2%	-9%
N#Cc1c(N)n[nH]c1-c1cc2c([nH]1)CCCC2	-1%	-6%	-1%	i	-16%	-12	9%	-2%	8%
COc1ccc(C2=CC(=O)C[C@H](c3ccc(Cl)cc3)C2)cc1	?	7%[9.22 µM]	?	i	-8%	0	?	-16%	5%
O=C(CCn1c(=O)[nH]c2ccsc2c1=O)N1CCN(c2cccc(Cl)c2)CC1	?	5%	-1%	?	21µM*	-10	?	-16%	-23%
Cc1ccc(CNC(=O)CCS(=O)(=O)c2ccc(Cl)cc2)cc1	-3%	.	8%	i	0%	53	12%	8%	-7%
CC(C)OC(=O)C(C)Nc1ccc(F)c(Cl)c1 (configuration not stated)	3%	-3%	12%	i	5%	-9	6%	21%	-2%
COc1ccc(NC(=O)CS(=O)(=O)Cc2nc(-c3ccc(C)cc3)oc2C)cc1	3%	-1%	-24%	i	5%	-10	?	-6%	3%
CCCCCCCCN1[C@@H](CC(=O)OCC)c2cc(F)ccc2S1(=O)=O	27%	?	0%	i	?	33	-5%	-13%&-16%	-15%
Cc1ccc(S(=O)(=O)N(C)c2ccc(C(=O)N3CCN(Cc4ccc5c(c4)OCO5)CC3)cc2)cc1	?	7%	?	i	12µM*	-73*	?	-5%	?
COc1ccc(/C=C/C(=O)N(Cc2cccs2)C2CCS(=O)(=O)C2)cc1 (configuration not stated)	-6%	-4%	9%	i	6%	-12	3%	6%	-8%
C=CCNC(=O)c1ccc(-c2ccc([N+](=O)[O-])cc2)o1	-3%	-14%	0%	i	-5%	-4	-4%	-3%	1%
O=C(O)c1ccc(/C=N/N2CCN(c3ccccc3)CC2)cc1	-3%	-2%	0%	i	0%	16	-1%	5%	.
Cc1onc(-c2c(Cl)cccc2Cl)c1C(=O)NNC(=O)c1c(-c2c(Cl)cccc2Cl)noc1C	8%	-3%	-7%	.	0%	-7	-11%	7%	-11%
Cn1c(SCC(O)c2ccccc2)nnc1-c1ccc2ccccc2c1 (configuration not stated)	1%	-2%	-3%	i	?	?	-2%	-4%	.
CCCNC(=O)C1(C)CCCN(Cc2cc3ccccc3o2)C1 (configuration not stated)	.	.	3%	i	-1%	2	-2%	-21%	-35%
COc1ccc(-c2nnc3ccc(SCC(=O)N4CCCCC4)nn23)cc1OC	25%	-2%	8%	i	0%	-19	4%	-12%	-2%
COc1cc(=O)[nH]c(SC(C)C(=O)Nc2nc3c(s2)CCCC3)n1 (configuration not stated)	-2%	3%	5%	i	18%	34	-5%	0%	5%
O=C(Cn1cnc2c(cnn2-c2ccccc2)c1=O)N1CCN(c2ccc(F)cc2)CC1	-2%	-5%	-6%	i	-5%	-10	-2%	2%	-8%
Cc1cccc(NC(=O)Cn2c(=O)n(CCCS(=O)(=O)C3CCCCC3)c(=O)c3ccccc32)c1	.	.	.	i	2%	.	.	-24%	-11%
CCOC(=O)/C(C#N)=C(C)/C=C1\Sc2ccccc2N1CC	18%	4%	16%	.	-4%	-3	7%	-42%	-14%
Cn1c(/C=N/NC(=O)c2ccccc2)nc2ccccc21	1%	0%	10µM*	i	-5%	57	?	-5%	-29%
COc1ccc(CC(=O)NCc2n[nH]c(=S)n2-c2ccc(Br)cc2)cc1	1%	3%	1%	i	-6%	14	-15%	1%	-15%
Cc1cc(C)c(NC(=O)CSc2nnc(SCC(=O)Nc3c(C)cc(C)cc3C)n2N)c(C)c1	1%	1%	11%	i	1%	1	7%	-16%	2%
COc1ccc(C(=O)/C=C/Nc2cc(C)ccn2)cc1	9%	-6%	-19%	i	-2%	-22	?	-20%	-31%
Cc1cccc(C)c1N=C1SC(CC(=O)Nc2c(C)cccc2C)C(=O)N1CCc1ccccn1 (configuration not stated)	19%	12%	-6%	i	24%	?	-9%	-19%	-9%
COc1ccc(CC(=O)Oc2ccccc2C)cc1S(=O)(=O)N1CCOCC1	3%	-10%	0%	i	13%	0	1%	5%	-5%
Cc1cccc(NC(=O)CCc2ccc(S(=O)(=O)NC3CCCCC3)cc2)c1	-1%	3%	-3%	i	-25%	-3	-1%	-14%	1%
CCOC(=O)C1C(=O)C=C(c2ccc(Br)cc2)CC1c1ccco1 (configuration not stated)	?	?	-3%	i	?	-21	-14%	-28%	-28%
O=S(=O)(c1ccccc1)N1CCN(c2nc(-c3cccnc3)nc3ccccc23)CC1	?	-1%	-2%	i	-15%	43	-6%	-14%	?
CCCOc1ccc(C(=O)OCC(=O)c2c(N)n(C)c(=O)n(C)c2=O)cc1OCC	?	-5%	22%	i	-4%	-4	14%	-2%	-24%
CC(=O)c1ccc(N2CCN(C(=O)CCN3C(=S)NC(C)(C)CC3C)CC2)cc1 (configuration not stated)	0%	-3%	10%	i	8%	18	5%	-18%	15%

Copied from the listing, nine compounds:
SMILES	MCF10A rerep	SW480 rereplic	HT1080-NT tox	ATXN viability	KB-3-1 cytotox	IL-1B inflam inh	HT1080 IDH1KD tx	HepG2 viability	ATXN2 expr inh
CCOC(=O)/C(C#N)=C(C)/C=C1\Sc2ccccc2N1CC	18%	4%	16%	.	-4%	-3	7%	-42%	-14%
Cn1c(/C=N/NC(=O)c2ccccc2)nc2ccccc21	1%	0%	10µM*	i	-5%	57	?	-5%	-29%
COc1ccc(CC(=O)NCc2n[nH]c(=S)n2-c2ccc(Br)cc2)cc1	1%	3%	1%	i	-6%	14	-15%	1%	-15%
Cc1cc(C)c(NC(=O)CSc2nnc(SCC(=O)Nc3c(C)cc(C)cc3C)n2N)c(C)c1	1%	1%	11%	i	1%	1	7%	-16%	2%
COc1ccc(C(=O)/C=C/Nc2cc(C)ccn2)cc1	9%	-6%	-19%	i	-2%	-22	?	-20%	-31%
Cc1cccc(C)c1N=C1SC(CC(=O)Nc2c(C)cccc2C)C(=O)N1CCc1ccccn1 (configuration not stated)	19%	12%	-6%	i	24%	?	-9%	-19%	-9%
COc1ccc(CC(=O)Oc2ccccc2C)cc1S(=O)(=O)N1CCOCC1	3%	-10%	0%	i	13%	0	1%	5%	-5%
Cc1cccc(NC(=O)CCc2ccc(S(=O)(=O)NC3CCCCC3)cc2)c1	-1%	3%	-3%	i	-25%	-3	-1%	-14%	1%
CCOC(=O)C1C(=O)C=C(c2ccc(Br)cc2)CC1c1ccco1 (configuration not stated)	?	?	-3%	i	?	-21	-14%	-28%	-28%

From PubChem BioAssay
